Screening results (PubChem BioAssay)
Akt phos inh: HTS Assay for Inhibitors of Akt Phophorylation: Primary Screen; Neuro2A IGF-stimulated pAkt S473 HTRF, 20 min; active compounds read low; activity change, % for hits at 50 µM; AID 651550, 2012; actives 0.32% (n = 360,000); in the data active = activity change below about -80%; inconclusive = mostly about -51% to -80%; also: % is scaled to controls: 0 for no effect and ±100 for the full control effect
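Neuro2A cells (4,500/well, DMEM with 0.5% FBS) were treated with compound at a single 50 µM final concentration, stimulated with 6 nM IGF for 20 min at 37 °C, and lysed. Phospho-Akt Ser473 was read by HTRF as 665/615 ratio ×10^4.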
TGFb SMAD3 inh: qHTS for Inhibitors of TGF-b; HepG2 CAGA-GFP TGF-b/SMAD3 reporter, GFP fluorescence, 18 h; TGF-beta stimulated, 500 pg/mL final; Potency, µM (series often up to 46.1 µM), without a hit: top-dose activity, negative = inhibition, usual class: inhibitors; actives 1.2% (n = 410,000); also: potency is read from the fitted curve at half-maximal effect; % is scaled to controls: 0 for no effect and ±100 for the full control effect; nearly all actives have a fitted effect of over 65% in size
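Inhibition of TGF-beta-driven CAGA-GFP reporter expression in HEPG2 cells is measured by cellular GFP fluorescence after 18 h stimulation with 500 pg/mL recombinant TGF-beta in 1% FBS medium at 37 degrees C.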
CCT modulator: High-Throughput Screening for Modulators of Cytosolic Chaperonin Activity | activity change, % (no concentration beside the values), hits read low | actives 0.3% (n = 360,000) | purified chaperonin ATPase assay, HTRF ADP detection, 30 min; in the data active = activity change below about -30%; also: % is scaled to controls: 0 for no effect and ±100 for the full control effect
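Nucleotide hydrolysis assay: TRiC at 20–40 nM final (set by batch activity) with 10 uM ATP, 30 min at 37 °C, in presence of 76 uM compound. Detection by competitive ADP HTRF, 30 min ambient.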
A549 tox: Nrf2 qHTS screen for inhibitors: counterscreen for cytotoxicity. A549 ARE-Fluc cells, CellTiter-Fluor viability, 18-24 h. Potency, µM (highest dose often 46 µM), inactives show at the highest dose activity change, negative = cytotoxicity, hits mostly inhibitors. actives 0.16% (n = 390,000). AID 504648, 2011; also: potency is read from the fitted curve at half-maximal effect; % is scaled to controls: 0 for no effect and ±100 for the full control effect
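Cytotoxicity counterscreen: CellTiter-Fluor fluorescence was measured in A549 ARE_Fluc cells after 18-24 h of compound exposure in a concentration series. The subsequent BugLite luminescent read reports ARE-luciferase activity.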
Nrf2 inh: Nrf2 qHTS screen for inhibitors; A549 ARE-Fluc reporter, luciferase luminescence, 18-24 h; AID 504444, 2011; actives 2.1% (n = 360,000); Potency, µM (highest dose often 46 µM), without a hit: top-dose activity change, negative = inhibition, actives largely listed as inhibitors; also: potency is read from the fitted curve at half-maximal effect; % is scaled to controls: 0 for no effect and ±100 for the full control effect; nearly all actives have a fitted effect of over 60% in size
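Concentration-response testing used A549 ARE_Fluc cells at 5000 cells/well. Following an 18-24 h compound incubation, viability was read by fluorescence (Ex 405/Em 525) and luciferase output by luminescence.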
MmCpn inh: Inhibitors of TCP-1 ring complex (TRiC) of Methanococcus maripaludis (MmCpn): qHTS; purified Mm-Cpn ATPase, ADP Transcreener TR-FRET; actives 0.031% (n = 330,000); Potency, µM (highest dose often 76.9 µM), inactives show at the top dose activity, negative = inhibition, hits mostly inhibitors; Chaperonin Mm-Cpn (Methanococcus maripaludis); also: potency is read from the fitted curve at half-maximal effect; % is scaled to controls: 0 for no effect and ±100 for the full control effect; nearly all actives have a fitted effect of over 80% in size
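TR-FRET (320 nm excitation; 590 and 665 nm emission) reports ADP made from 10 uM ATP by 25 nM enzyme; compounds were preincubated 10 min, reaction run 30 min, both at 37°C.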
EPAC2 agonist: qHTS for Agonist of cAMP-regulated guanine nucleotide exchange factor 4 (EPAC2): primary screen; Rap guanine nucleotide exchange factor 4 (Homo sapiens), Q8WZA2; EPAC2 activation, biochemical qHTS; response scale: 100% = 6.5 mM cAMP response; Potency, µM (series often up to 154 µM), for the others: at the highest dose activation, most hits filed as activators; actives 0.079% (n = 360,000); also: potency is read from the fitted curve at half-maximal effect; nearly all actives have a fitted effect of over 50% in size
Target sequence (Q8WZA2 whole entry, looked up): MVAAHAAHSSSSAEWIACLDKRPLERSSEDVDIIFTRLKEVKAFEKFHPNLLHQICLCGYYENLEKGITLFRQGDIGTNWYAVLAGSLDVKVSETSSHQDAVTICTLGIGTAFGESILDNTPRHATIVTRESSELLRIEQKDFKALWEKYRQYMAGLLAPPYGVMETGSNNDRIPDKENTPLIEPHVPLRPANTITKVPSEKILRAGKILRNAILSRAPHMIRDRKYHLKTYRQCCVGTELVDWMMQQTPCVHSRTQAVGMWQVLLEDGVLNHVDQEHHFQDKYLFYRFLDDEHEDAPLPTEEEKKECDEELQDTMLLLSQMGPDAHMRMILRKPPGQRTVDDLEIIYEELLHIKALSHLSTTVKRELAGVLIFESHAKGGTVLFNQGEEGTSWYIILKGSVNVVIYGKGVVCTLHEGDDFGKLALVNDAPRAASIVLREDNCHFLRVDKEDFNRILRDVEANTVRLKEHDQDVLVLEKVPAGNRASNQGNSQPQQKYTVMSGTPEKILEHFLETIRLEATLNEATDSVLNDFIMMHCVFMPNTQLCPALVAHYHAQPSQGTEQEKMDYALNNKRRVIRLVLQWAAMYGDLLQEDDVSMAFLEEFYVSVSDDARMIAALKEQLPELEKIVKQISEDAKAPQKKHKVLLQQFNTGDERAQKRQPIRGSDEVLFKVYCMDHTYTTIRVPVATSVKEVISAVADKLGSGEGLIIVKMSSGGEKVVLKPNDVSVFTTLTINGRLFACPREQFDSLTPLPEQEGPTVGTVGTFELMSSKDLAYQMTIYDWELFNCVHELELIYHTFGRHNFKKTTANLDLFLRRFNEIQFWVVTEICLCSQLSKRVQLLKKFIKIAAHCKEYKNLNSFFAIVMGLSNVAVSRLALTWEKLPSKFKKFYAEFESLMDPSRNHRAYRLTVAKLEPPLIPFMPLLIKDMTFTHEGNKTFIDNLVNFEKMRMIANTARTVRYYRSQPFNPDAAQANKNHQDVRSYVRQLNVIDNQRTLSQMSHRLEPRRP
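Setup: EPAC2 100 nM, labeled Rap1B complex 250 nM, free GDP 50 uM. Compound titrations pinned in, brief spin, 5 min room temperature incubation. Kinetic fluorescence read over 30 min, normalized to 6.5 mM cAMP.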
EPAC2 antagonist: qHTS for Antagonist of cAMP-regulated guanine nucleotide exchange factor 2 (EPAC2): primary screen; Rap guanine nucleotide exchange factor 4 (Homo sapiens), Q8WZA2; EPAC2 GEF exchange of Rap1B-BODIPY-GDP, fluorescence; Potency, µM (highest dose often 114 µM), for the others: top-dose activity, negative = inhibition, most hits filed as inhibitors; actives 0.18% (n = 360,000); also: potency is read from the fitted curve at half-maximal effect; % is scaled to controls: 0 for no effect and ±100 for the full control effect; nearly all actives have a fitted effect of over 45% in size; many of its hits are not listed in these tables
Nrf2 activator: qHTS of Nrf2 Activators | AID 624171, 2012 | actives 0.31% (n = 410,000) | AREc32 ARE-luciferase reporter (MCF7-derived line), luminescence, 24 h | Potency, µM (doses to about 46.1 µM), without a hit: top-dose activation, usual class: activators; also: potency is read from the fitted curve at half-maximal effect; % of control where 0% means no effect; nearly all actives have a fitted effect of over 65% in size
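Each well held 1000 AREc32 cells, which were incubated with compound for 24 hr at 37 deg C after overnight attachment, and ARE reporter activity was quantified by firefly luciferase luminescence.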
Active calls of the source: *; i = inactive; ? = inconclusive; . = not tested or not shown; & = joins results of further samples; [ ] = remark or other dose. Unless noted, calls follow the shape of the dose curve; as a rule, active = well fitted curve in the direction sought with a large enough effect; inconclusive = small, poorly fitted or top-dose-only effect, or another doubt; inactive = no such curve, though single readings can be large; an effect the other way counts as inactive or inconclusive. These rows are one share of the data; the hit share may differ from the screen's.

SMILES	Akt phos inh	TGFb SMAD3 inh	CCT modulator	A549 tox	Nrf2 inh	MmCpn inh	EPAC2 agonist	EPAC2 antagonist	Nrf2 activator
CC(CNC(=O)CN1C(=O)c2cccnc2Oc2ccc(Cl)cc21)c1ccccc1 (stereo not given)	i	1%&0%	0.2	1%&0%	0%&25%	-1%	-3%	2%	-0.2%&0.2%
c1ccc(N/N=C2\CCCc3ccccc32)nc1	i	0%	-5.1	4%	1%	-2%	18%	-4%	?
Cc1cccc(NC(=O)CSc2nnc(-c3ccccc3Br)o2)c1C	i	0%	1.0	8%	.	4%	7%	22%	-0.6%
CC1(C)CC(=O)C(C(=O)C2CCN(S(=O)(=O)c3ccccc3)CC2)C(=O)C1	i	-1%	0.0	4%	-5%	-3%	-3%	5%	-0.6%
CCCCC1(C)OC(=O)C(=Cc2ccc(-c3ccc(Cl)c(C(=O)O)c3)o2)C(=O)O1 (stereo not given)	i	-17%	-0.7	-2%	0%	-4%	3%	6%	-0.4%
COc1ccc(-c2noc(N3CCN(c4cccc(C)c4C)CC3)n2)cc1OC	.	?	.	4%	?	.	.	.	0.5%
Cc1nc2c(c(=O)c3ccccc3n2C)c(=O)n1-c1ccccc1	i	5%	-1.0	2%	0%	-2%	-2%	4%	3.7%
COCCCNC(=O)C1CCN(c2ccc(N3CCOCC3)nn2)CC1	i	5%	-1.6	-4%	-3%	-3%	3%	-4%	0.0%
CC(C)(C)C1CCc2c(sc3nc(-c4cc5cc(Br)ccc5oc4=O)[nH]c(=O)c23)C1 (stereo not given)	.	2%	.	11%	?	.	.	.	0.4%
COCCCNC(=O)C[C@H]1C[C@H](C(=O)N2CCOCC2)[C@@]2(C)c3[nH]c4cc(-c5ccco5)ccc4c3CCN2C1=O	i	-21%	-2.0	-2%	2%	-2%	-4%	0%	3.8%
N#Cc1ccccc1COC(=O)c1ccc(Br)o1	i	-4%	-0.4	3%	3%	2%	14%	-14%	1.1%
Brc1ccc(OCCCCN2CCCCC2)cc1	i	16%	-1.5	7%	1%	0%	5%	2%	2.7%
Clc1cc(Cl)cc(CSc2nnc(-c3sccc3-n3cccc3)o2)c1	i	-14%	1.1	6%	.	-2%	20%	0%	15%
CCOC(=O)CN1CC23C=CC(O2)C(C(=O)Nc2ccc(F)c(C)c2)C3C1=O (stereo not given)	i	-7%	-4.5	-9%	-9%	1%	1%	-1%	-0.2%
O=C(Cn1c(=O)n(Cc2ccc(C(=O)NCc3ccc4c(c3)OCO4)cc2)c(=O)c2ccccc21)Nc1ccc(F)cc1F	.	32%[activator]	.	-12%	?	.	.	.	-1.0%
CCOC(=O)c1ccccc1NC(=O)CN(c1ccccc1)S(=O)(=O)c1ccc(OCC)cc1	.	5%	.	0%	-14%	.	.	.	0.4%
CC/C(=C/c1sc2ccc(C)cc2[n+]1CCO)SC	i	-11%	-0.6	-20%	?	-2%	7%	-2%	2.7%
CCCCc1nc(NCCNC(=O)c2ccco2)c(C#N)c2c1CSC(C)(C)C2	i	-39%	-0.1	3%	7%	-12%	3%	-7%	3.8%
COc1ccccc1NC(=O)C12CCC(C)(C(=O)C1)C2(C)C (stereo not given)	i	-14%	-0.8	-3%	12%	-2%[15.4 µM]	8%	-1%	0.4%
NC(=O)c1ccc(NC(=O)CCNC(=O)c2ccco2)cc1	i	-8%	-1.2	3%	-10%	1%	4%	3%	-0.5%
c1ccc(-c2nc(NCCCn3ccnc3)c3oc4ccccc4c3n2)cc1	i	?	-2.2	?	?	0%	18%	-23%	1.6%
O=C(Cn1cccc1C(=O)c1ccccc1)NCCCc1ccccc1	i	7%	-3.5	2%	-9%	2%	10%	-13%	-1.0%
Cc1ccc(NC(=O)c2cc(NC(=O)c3ccco3)ccc2N2CCCCC2)cc1	i	?	0.9	-9%	?	-1%	-3%	9%	-0.5%
Oc1ccc(/C=N/N=C/c2ccc(O)c(O)c2)cc1O	i	-5%	-2.0	-12%	?	-4%	3%	8%	7.8%
O=c1cc(CN2CCN(c3ccc(Cl)c(Cl)c3)CC2)c2c(ccc3ccccc32)o1	i	-24%	0.1	.	.	.	0%	24%	-0.5%

Next records follow:
SMILES	Akt phos inh	TGFb SMAD3 inh	CCT modulator	A549 tox	Nrf2 inh	MmCpn inh	EPAC2 agonist	EPAC2 antagonist	Nrf2 activator
CN(Cc1c(C(=O)N/N=C/c2cccc(O)c2)nnn1-c1nonc1N)C1CCCCC1	i	-2%	0.0	6%	23%	0%	1%	-2%	-0.7%
CCOC(=O)c1c(C)oc2ccc(OCC(=O)N(CC)CC)cc12	i	-10%	-3.2	-2%	-20%	1%	3%	-3%	-0.2%
COCCNC(=S)N/N=C(\C)c1ccc(O)cc1	i	-11%	-2.6	-8%	8%	4%	4%	4%	-0.4%
CSc1ccc(CCNC(=O)Cn2ncc3c(=O)oc4ccc(C)cc4c32)cc1	.	-8%	.	0%	10%	.	.	.	-0.1%
COC(=O)c1ccc(Cl)cc1NC(=O)N1CC(C)Oc2ccccc21 (stereo not given)	.	-1%	.	9%	41%	.	.	.	0.8%
CCOc1[nH]n(-c2ccc(Cl)cc2)c(=O)c1C=NCc1cccnc1	i	7%	-0.4	-9%	?	-3%	6%	0%	1.0%
CCCN(C(=O)CSc1nnc(-c2ccncc2)n1CCC)c1c(N)n(Cc2ccccc2)c(=O)[nH]c1=O	i	0%	-0.3	.	.	.	-6%	-8%	-0.7%
CCC(=O)N1CCc2cc(S(=O)(=O)NCCC(=O)N3CCN(c4cccc(C)c4)C(C)C3)ccc21 (stereo not given)	.	?	2.1	2%	18µM*	2%	5%	11%	0.8%
CCN1CCN(c2nc3ccccc3nc2C(C#N)S(=O)(=O)c2ccc(C)c(C)c2)CC1 (stereo not given)	i	16%	-1.3	-3%	-5%	-1%	6%	-6%	-0.4%
NC(=O)c1nn(-c2ccccc2)nc1NC(=O)CN1CCOCC1	i	-1%	-3.5	-2%	-3%	?	8%	8%	-0.3%
CCCCn1c(N)c(N(CC(C)C)C(=O)C2CCN(S(=O)(=O)c3ccc(F)cc3)CC2)c(=O)[nH]c1=O	i	16%	-1.5	-15%	-3%	-1%	0%	9%	0.4%
COc1ccc(N(CC(=O)NCc2ccncc2)S(=O)(=O)c2ccc(C)c([N+](=O)[O-])c2)cc1	i	-20%	-0.1	0%	-25%	0%	4%	-3%	0.4%
CCCOC(=O)c1ccc(NC(=O)c2cnccn2)cc1	i	-3%	-0.4	3%	5%	0%	-4%	-22%	2.7%
O=C(NCc1ccc(Cl)cc1)c1cc(=O)[nH]c2ccc(S(=O)(=O)N3CCOCC3)cc12	i	-3%	-0.5	-8%	2%	-4%	-5%	-8%	-0.6%
COCOCCn1cc(CN2CCS(=O)(=O)N(Cc3ccc(-c4ccc(Cl)nc4)cc3)C(C(C)C)C2=O)nn1 (stereo not given)	i	-8%	-3.1	.	.	.	9%	-7%	9.5%
CCn1cc(/C=C(\NC(=O)c2ccccc2Cl)C(=O)NCCN2CCOCC2)c2ccccc21	i	2%	0.4	0%	-11%	0%	1%	3%	2.0%
CN(Cc1ccc(Cl)c(Cl)c1)C(=O)C1=CC=CN2CCS(=O)(=O)N=C12	i	-10%	0.1	-4%	8.2µM*	0%	4%	19%	0.1%
COc1ccc(-c2ccc3[nH]c4c(c3c2)CCN2C[C@@H]([C@H](C)O)[C@@H](N(C)C(=O)Nc3cc(Cl)cc(Cl)c3)C[C@@H]42)cc1	i	?	-1.1	.	.	.	21%	11%	-4.9%
COc1ccc(NC(=O)CN(Cc2ccccc2)S(C)(=O)=O)c(OC)c1	i	8%	-1.5	-3%	.	3%	-2%	0%	0.1%
CCOc1cc(C(=S)N2CCC(O)CC2)ccc1OS(=O)(=O)c1ccc(Br)cc1	i	1%	-2.0	-14%	?	2%	19%	-13%	2.4%
N#Cc1ccc(OCC(=O)NCCCn2ccnc2)cc1	i	1%	-3.3	-3%	1%	0%	4%	1%	2.2%
Cc1ccc(NC(=O)COc2ccc(N(C)C(=O)C(C)(C)C)cc2)cc1S(=O)(=O)N1CCCCC1	i	?	1.2	?	3.7µM*	-2%	6%	-14%	0.1%
CC1CCCN(C2=C(Cl)C(=O)N(c3cccc(Cl)c3)C2=O)C1 (stereo not given)	i	1%	1.0	?	-8%	1%	0%	-20%	2.8%
COc1ccc(C(=O)C(=O)c2ccc(OCCO)cc2)cc1	i	-13%	-0.5	-3%	6%	-15%	-1%	?	3.0%
CCOC(=O)c1cccc(NC(=O)CSc2nc(N)cc(N)n2)c1	i	3%	-2.3	1%	-20%	-2%	-5%	3%	0.5%
Cc1ccc(S(=O)(=O)N(C)c2ccc(OCC(=O)NC3=NCCS3)cc2)cc1	i	-13%	-4.3	-1%	0%	0%	12%	-11%	-0.1%

By substructure: the compounds so far containing fluorine
SMILES	Akt phos inh	TGFb SMAD3 inh	CCT modulator	A549 tox	Nrf2 inh	MmCpn inh	EPAC2 agonist	EPAC2 antagonist	Nrf2 activator
CCOC(=O)CN1CC23C=CC(O2)C(C(=O)Nc2ccc(F)c(C)c2)C3C1=O (stereo not given)	i	-7%	-4.5	-9%	-9%	1%	1%	-1%	-0.2%
O=C(Cn1c(=O)n(Cc2ccc(C(=O)NCc3ccc4c(c3)OCO4)cc2)c(=O)c2ccccc21)Nc1ccc(F)cc1F	.	32%[activator]	.	-12%	?	.	.	.	-1.0%
CCCCn1c(N)c(N(CC(C)C)C(=O)C2CCN(S(=O)(=O)c3ccc(F)cc3)CC2)c(=O)[nH]c1=O	i	16%	-1.5	-15%	-3%	-1%	0%	9%	0.4%
